ssDAF12 agonist – activates DAF-12 receptor from parasite S. stercoralis; activation, % at 6.8 µM; actives 1% (n = 370,000); HEK293 ssDAF-12/GRIP1 lit1-tk-luc reporter, luminescence; % of 3 µM dafachronic acid response; AID 652126;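 active = activation above the mean over all tested compounds plus 3 SD, cut at about 0.9% in these data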;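 also: 0% = DMSO-only wells and 100% = 3 µM delta7-dafachronic acid wells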
hgDAF-12 ag – activates the H. glycines DAF-12 receptor ligand-binding domain; HEK293 GAL4-hgDAF12 UAS-luciferase reporter, agonist luminescence; normalized to butyrate control; activation, % at 6.8 µM; actives 1.8% (n = 370,000);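 active = activation above a cutoff set at the mean of all screened compounds plus 3 SD, cut at about 10% in these data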;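 also: 0% = DMSO wells and 100% = sodium butyrate wells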
ADAM10 inh – inhibitors of human ADAM10 | O14672 | inhibition, % at 7 µM | recombinant ADAM10, EDANS/DABCYL FRET peptide cleavage, 3 h | actives 0.62% (n = 370,000) | AID 720582;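 active = inhibition above a per-campaign cutoff equal to the mean of compounds falling between control-based bounds plus 3 SD, cut at about 20% in these data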;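 also: 0% = DMSO wells while the 100% control is not disclosed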
hcDAF12 agonist – H. contortus DAF-12 activation, primary screen | AID 652067 | activation, % at 6.8 µM | HEK293 hcDAF-12 lit1-tk-luc reporter, luminescence; 0% DMSO, 100% Δ7-dafachronic acid | actives 1.4% (n = 370,000);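 active = activation above the mean of all tested compounds plus 3 SD, cut at about 5.5% in these data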;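 also: 100% = response to 3 µM Δ7-dafachronic acid high control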
FXN GAA850 act – increases GAA850 frataxin promoter reporter activity. actives 0.56% (n = 360,000). HEK293 lucGAA850 FXN promoter luciferase reporter, 24 h; percent of 10 µM SAHA response. activation, % at 6 µM. AID 540364;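 active = activation above the average of all compounds screened plus 3 SD, cutoff fixed separately per campaign, cut at about 7.5% in these data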;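 also: 0% = DMSO wells and 100% = 10 µM SAHA wells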
DAX1 inh-1 – NR0B1 (DAX1) inhibition. AID 504766. HEK293 Gal4-DAX1 luciferase reporter, luminescence. inhibition, % at 6.75 µM. actives 0.99% (n = 340,000);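 active = inhibition above the mean over all tested compounds plus 3 SD, cut at about 4.2% in these data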;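 also: 0% = DAX1-transfected cells with DMSO and 100% = empty-vector control cells with DMSO; inhibition shows as a rise in luminescence from relieved DAX1 repression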
Target sequence (P51843 207-470 limits assumed): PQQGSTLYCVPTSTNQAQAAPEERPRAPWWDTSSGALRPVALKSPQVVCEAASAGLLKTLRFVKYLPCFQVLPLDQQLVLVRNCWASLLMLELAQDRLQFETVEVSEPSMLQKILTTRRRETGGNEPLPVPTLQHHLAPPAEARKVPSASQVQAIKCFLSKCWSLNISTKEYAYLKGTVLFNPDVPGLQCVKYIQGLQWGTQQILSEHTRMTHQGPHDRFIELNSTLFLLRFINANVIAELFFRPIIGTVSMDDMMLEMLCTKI
GC-B act – GC-B (human) receptor activation; AID 1920062; activation, % at 10 µM; actives 0.11% (n = 370,000); HEK293-GC-B cells, CNP EC30, cGMP TR-FRET; 0% at EC30 CNP, 100% saturating CNP; P20594;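 active = activation at 10 µM reaching about 35% in either raw or pattern-adjusted values, limit read from the data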
HGIII-sPLA2 inh – Inhibits HGIII-sPLA2 liposome hydrolysis, primary screen | inhibition, % at 12.2 µM | actives 0.56% (n = 370,000) | QFRET BODIPY PC-A2 liposome hydrolysis, fluorescence;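 active = inhibition above mean plus 3 SD of compounds lying within the high and low control bounds, cut at about 19% in these data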;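 also: 0% = median of test compound wells and 100% = no enzyme DMSO wells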
Target sequence (Q9NZ20 whole entry, looked up): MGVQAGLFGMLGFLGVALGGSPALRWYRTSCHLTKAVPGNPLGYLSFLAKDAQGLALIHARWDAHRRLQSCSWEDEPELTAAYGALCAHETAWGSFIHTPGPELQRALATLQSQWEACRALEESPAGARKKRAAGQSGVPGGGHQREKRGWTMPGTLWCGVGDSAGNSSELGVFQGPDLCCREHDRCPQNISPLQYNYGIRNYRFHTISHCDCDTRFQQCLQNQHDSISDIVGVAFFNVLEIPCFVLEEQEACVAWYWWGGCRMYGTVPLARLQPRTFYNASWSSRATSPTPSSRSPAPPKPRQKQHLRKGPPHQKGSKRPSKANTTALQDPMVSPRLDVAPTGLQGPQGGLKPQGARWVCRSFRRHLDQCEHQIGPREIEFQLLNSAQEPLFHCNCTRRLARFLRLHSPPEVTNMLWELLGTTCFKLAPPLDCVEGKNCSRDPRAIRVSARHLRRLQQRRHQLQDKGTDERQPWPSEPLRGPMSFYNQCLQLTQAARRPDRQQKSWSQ
GC-A act – GC-A (human) enzyme activation. HEK293 GC-A cells, cGMP TR-FRET, EC30 ANP; 0% at EC30 ANP, 100% saturating ANP. activation, % at 10 µM. actives 0.14% (n = 370,000). AID 1671463; in the data active = activation above about 40%
DAX1 inh-2 – blocks DAX1 repression of SF-1 activated StAR promoter. inhibition, % at 6.8 µM. HEK293T StAR-luciferase reporter, SF-1/DAX-1 repression relief. actives 1.1% (n = 370,000). AID 652010;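 active = inhibition above the mean over all tested compounds plus 3 SD, cut at about 3.6% in these data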;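 also: 0% = DAX-1 cells with DMSO and 100% = cells lacking DAX-1 with DMSO; higher inhibition means more luminescence from relief of DAX-1 repression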
SMARCA2 act – activators of SMARCA2 function. MG213 cells, MMTV-luciferase reporter, dexamethasone, overnight. activation, % at 9.1 µM. actives 1% (n = 370,000). AID 652017; in the data active = activation above about 7.8%;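 also: 0% = vehicle wells and 100% = reference activator wells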
An asterisk follows results filed as active.

Screening NC(=O)CC(NC(=O)c1ccccc1)c1ccc(NC2CCCCCCC2)c([N+](=O)[O-])c1 (stereo unspecified) returned ssDAF12 agonist -1.3, hgDAF-12 ag -1.3, ADAM10 inh -5, hcDAF12 agonist -1.6, FXN GAA850 act 2.0, DAX1 inh-1 -0.5, GC-B act 6, HGIII-sPLA2 inh 1, GC-A act 3, DAX1 inh-2 0.2 and SMARCA2 act -2.
`COc1ccc(-c2ccc(SCc3cccnc3)nn2)cc1OC` gave ssDAF12 agonist -1.3, hgDAF-12 ag -1.7, ADAM10 inh 0, hcDAF12 agonist -1.4, FXN GAA850 act 1.9, DAX1 inh-1 -2.1, GC-B act 2, HGIII-sPLA2 inh -7, GC-A act 6, DAX1 inh-2 -1.4 and SMARCA2 act -2.
`CCC(=O)OCc1cc(=O)oc2ccc3ccccc3c12` gave ssDAF12 agonist -0.2, hgDAF-12 ag 3.3, ADAM10 inh inactive, hcDAF12 agonist -0.9, FXN GAA850 act -0.6, DAX1 inh-1 1.8, GC-B act 6, HGIII-sPLA2 inh 10, GC-A act 6, DAX1 inh-2 0.1 and SMARCA2 act -2.
For Cc1ccc(C(=O)NC(c2ccccc2)C(Cl)Cl)cc1 (stereo unspecified) the results were ssDAF12 agonist -0.5, hgDAF-12 ag 0.1, ADAM10 inh -6, hcDAF12 agonist -1.1, FXN GAA850 act 0.8, DAX1 inh-1 -0.1, GC-B act 0, HGIII-sPLA2 inh 2, GC-A act -3, DAX1 inh-2 -0.4 and SMARCA2 act 2.
CCOC(=O)CC1(Cc2ccccc2)Oc2ccccc2O1 was read as ssDAF12 agonist -0.5, hgDAF-12 ag 5.2, ADAM10 inh -8, hcDAF12 agonist 0.7, GC-B act -4, HGIII-sPLA2 inh 2, GC-A act -5, DAX1 inh-2 0.4 and SMARCA2 act 4.
For O=C(CN1CCN(C(=O)CCC(=O)N2CCC(c3ccccc3)=N2)CC1)Nc1cccc(F)c1 the results were ssDAF12 agonist -1.5, hgDAF-12 ag -2.1, ADAM10 inh -10, hcDAF12 agonist -1.8, FXN GAA850 act -0.5, DAX1 inh-1 0.0, GC-B act -1, HGIII-sPLA2 inh -2, GC-A act -2, DAX1 inh-2 0.2 and SMARCA2 act -5.
For COc1ccccc1C1Nc2cccc3cccc(c23)N1 the results were ssDAF12 agonist -1.8, hgDAF-12 ag -3.3, ADAM10 inh -7, hcDAF12 agonist -0.9, FXN GAA850 act 2.8, DAX1 inh-1 -0.3, GC-B act -1, HGIII-sPLA2 inh 21*, GC-A act -2, DAX1 inh-2 -0.9 and SMARCA2 act 0.
COC(=O)c1cc(S(=O)(=O)N2CCOCC2)ccc1Sc1ccccc1N was read as ssDAF12 agonist -0.3, hgDAF-12 ag -0.8, ADAM10 inh 11, hcDAF12 agonist 1.4, FXN GAA850 act 6.8, DAX1 inh-1 -0.6, GC-B act -12, HGIII-sPLA2 inh -8, GC-A act -17, DAX1 inh-2 0.4 and SMARCA2 act -3.
Screening CC(/C=N/Nc1nc(C)cc(=O)[nH]1)=C\c1ccccc1 returned ssDAF12 agonist -1.0, hgDAF-12 ag -1.7, ADAM10 inh 2, hcDAF12 agonist 0.1, FXN GAA850 act 0.8, DAX1 inh-1 -0.8, GC-B act -4, HGIII-sPLA2 inh 4, GC-A act -7, DAX1 inh-2 0.0 and SMARCA2 act -4.
COC(=O)Cc1ccc(NC(=S)N2CCN(c3ccc(F)cc3)CC2)cc1 was read as ssDAF12 agonist -1.2, hgDAF-12 ag -5.7, ADAM10 inh 1, hcDAF12 agonist -1.6, FXN GAA850 act -1.9, DAX1 inh-1 -3.5, GC-B act 4, HGIII-sPLA2 inh 5, GC-A act 1, DAX1 inh-2 0.6 and SMARCA2 act -6.

Filtered by structure: the compounds so far with nitrogen in an aromatic ring (two)
`COc1ccc(-c2ccc(SCc3cccnc3)nn2)cc1OC` gave ssDAF12 agonist -1.3, hgDAF-12 ag -1.7, ADAM10 inh 0, hcDAF12 agonist -1.4, FXN GAA850 act 1.9, DAX1 inh-1 -2.1, GC-B act 2, HGIII-sPLA2 inh -7, GC-A act 6, DAX1 inh-2 -1.4 and SMARCA2 act -2.
Screening CC(/C=N/Nc1nc(C)cc(=O)[nH]1)=C\c1ccccc1 returned ssDAF12 agonist -1.0, hgDAF-12 ag -1.7, ADAM10 inh 2, hcDAF12 agonist 0.1, FXN GAA850 act 0.8, DAX1 inh-1 -0.8, GC-B act -4, HGIII-sPLA2 inh 4, GC-A act -7, DAX1 inh-2 0.0 and SMARCA2 act -4.

Additional results follow.
CN(C)c1ccc(-c2csc(C(C)(O)c3ccccc3)n2)cc1 (stereo unspecified) was read as ssDAF12 agonist -1.3, hgDAF-12 ag 4.6, ADAM10 inh 9, hcDAF12 agonist 0.6, FXN GAA850 act 1.9, GC-B act 1, HGIII-sPLA2 inh -6, GC-A act -2, DAX1 inh-2 -0.5 and SMARCA2 act 1.
`CC(C)CNC(=O)C1(C)CCCN1C(=O)c1cccnc1` (stereo unspecified) gave ssDAF12 agonist -0.6, hgDAF-12 ag 0.0, ADAM10 inh -11, hcDAF12 agonist 3.1, FXN GAA850 act 0.6, GC-B act -2, HGIII-sPLA2 inh 2, GC-A act 1, DAX1 inh-2 0.1 and SMARCA2 act -1.
`CCCN(C(=O)COC(=O)CSc1ccc(C(N)=O)cc1[N+](=O)[O-])C1CCS(=O)(=O)C1` (stereo unspecified) gave ssDAF12 agonist -1.0, hgDAF-12 ag 1.4, ADAM10 inh -7, hcDAF12 agonist -0.8, FXN GAA850 act -0.5, DAX1 inh-1 0.1, GC-B act 3, HGIII-sPLA2 inh 5, GC-A act 4, DAX1 inh-2 -1.0 and SMARCA2 act 0.
Screening O=C(CNC(=O)C1CCCCC1)NCc1ccco1 returned ssDAF12 agonist -1.4, hgDAF-12 ag -1.2, ADAM10 inh -2, hcDAF12 agonist -0.3, FXN GAA850 act 2.4, DAX1 inh-1 0.2, GC-B act 4, HGIII-sPLA2 inh 0, GC-A act 3, DAX1 inh-2 0.0 and SMARCA2 act 0.
For O=S(=O)(O)c1cc(O)c(N=Nc2ccc(O)cc2O)c2ccccc12 the results were ssDAF12 agonist -0.8, hgDAF-12 ag -1.9, ADAM10 inh -20, hcDAF12 agonist 2.2, FXN GAA850 act -2.0, DAX1 inh-1 -2.4, GC-B act -7, HGIII-sPLA2 inh 23*, GC-A act -10, DAX1 inh-2 -0.7 and SMARCA2 act -2.
CNC(=S)N(Cc1ccc(OC)cc1)Cc1cc2cccc(C)c2[nH]c1=O was read as ssDAF12 agonist -0.9, hgDAF-12 ag -2.4, ADAM10 inh 3, hcDAF12 agonist -0.2, FXN GAA850 act 0.7, DAX1 inh-1 0.5, GC-B act -6, HGIII-sPLA2 inh 1, GC-A act -11, DAX1 inh-2 0.1 and SMARCA2 act -4.
`CCn1c(CNc2ccccc2Cl)nnc1SCC(=O)NCc1ccccc1` gave ssDAF12 agonist -1.4, hgDAF-12 ag 1.1, ADAM10 inh -3, hcDAF12 agonist -1.8, FXN GAA850 act 3.0, DAX1 inh-1 0.2, GC-B act -6, HGIII-sPLA2 inh -7, GC-A act -3, DAX1 inh-2 -0.3 and SMARCA2 act -1.
Screening CC(=O)Oc1ccc(N(c2ccccc2)S(=O)(=O)c2ccc(C)cc2)cc1 returned ssDAF12 agonist -1.7, hgDAF-12 ag -1.1, ADAM10 inh 5, hcDAF12 agonist -0.5, FXN GAA850 act -1.4, DAX1 inh-1 -0.1, GC-B act -6, HGIII-sPLA2 inh -18, GC-A act -8, DAX1 inh-2 -0.2 and SMARCA2 act 0.
CSc1ccc(S(=O)(=O)NC2CC3CCC2C3)cc1 (stereo unspecified) was read as ssDAF12 agonist -0.9, hgDAF-12 ag -2.7, ADAM10 inh 15, hcDAF12 agonist -2.5, FXN GAA850 act 0.9, DAX1 inh-1 1.3, GC-B act 2, HGIII-sPLA2 inh -3, GC-A act -1, DAX1 inh-2 -0.8 and SMARCA2 act 1.
CC(C)CCc1c(O)nc(SCC(C)C)[nH]c1=O was read as ssDAF12 agonist -1.2, hgDAF-12 ag -0.1, ADAM10 inh 8, hcDAF12 agonist -0.6, FXN GAA850 act 1.4, DAX1 inh-1 0.1, GC-B act 0, HGIII-sPLA2 inh 11, GC-A act 0, DAX1 inh-2 0.1 and SMARCA2 act -4.
For Cc1cc(N2CCOCC2)nc2ccc(NC(=S)N3CCN(Cc4ccccc4)CC3)cc12 the results were ssDAF12 agonist -1.2, hgDAF-12 ag 3.1, ADAM10 inh inactive, hcDAF12 agonist -0.9, FXN GAA850 act 2.9, DAX1 inh-1 -2.2, GC-B act 1, HGIII-sPLA2 inh -12, GC-A act 1, DAX1 inh-2 -0.3 and SMARCA2 act 1.
For O=C(NCc1ccccc1)C1c2ccccc2OCC(=O)N1CCc1ccccc1 (stereo unspecified) the results were ssDAF12 agonist 0.0, hgDAF-12 ag 0.8, ADAM10 inh -4, hcDAF12 agonist -0.7, GC-B act -2, HGIII-sPLA2 inh -5, GC-A act 1, DAX1 inh-2 -0.3 and SMARCA2 act -4.
`OCCNc1nc(SCc2ccccc2)nc2sc3c(c12)CCC3` gave ssDAF12 agonist -1.5, hgDAF-12 ag -2.4, ADAM10 inh 9, hcDAF12 agonist -2.4, FXN GAA850 act 6.6, DAX1 inh-1 -1.7, GC-B act 8, HGIII-sPLA2 inh -5, GC-A act 14, DAX1 inh-2 -0.4 and SMARCA2 act 1.
`CC(C)(C)NC(=O)Cn1c(SCC(=O)NC2CCCCC2)nc2ccccc21` gave ssDAF12 agonist -1.8, hgDAF-12 ag -1.2, ADAM10 inh -5, hcDAF12 agonist -1.3, FXN GAA850 act 1.0, DAX1 inh-1 -0.1, GC-B act -1, HGIII-sPLA2 inh 3, GC-A act -1, DAX1 inh-2 0.2 and SMARCA2 act -3.
`COc1ccc(C(=O)N/N=C/c2ccc(OC)c(CN3CCc4cc(OC)c(OC)cc4C3C)c2)cc1` (stereo unspecified) gave ssDAF12 agonist -2.0, hgDAF-12 ag 4.0, ADAM10 inh -7, hcDAF12 agonist -1.6, FXN GAA850 act -2.4, DAX1 inh-1 -1.7, GC-B act 5, HGIII-sPLA2 inh -2, GC-A act -4, DAX1 inh-2 -1.0 and SMARCA2 act 5.
`C=CCn1c(SCC(=O)c2ccc(Cl)cc2)nnc1-c1ccc2c(c1)OCO2` gave ssDAF12 agonist -1.9, hgDAF-12 ag -0.4, ADAM10 inh 3, hcDAF12 agonist -2.4, FXN GAA850 act 1.4, DAX1 inh-1 -1.6, GC-B act 3, HGIII-sPLA2 inh -64, GC-A act -2, DAX1 inh-2 -0.2 and SMARCA2 act 0.
`CCC1=Nc2cc(C(=O)NCc3ccco3)ccc2Sc2ccc(C)cc21` gave ssDAF12 agonist -0.6, hgDAF-12 ag -2.2, ADAM10 inh 11, hcDAF12 agonist -1.1, FXN GAA850 act 2.6, DAX1 inh-1 -0.7, GC-B act -3, HGIII-sPLA2 inh -6, GC-A act -1, DAX1 inh-2 1.4 and SMARCA2 act -2.

Screening data (PubChem BioAssay)
